Screening results: PubChem BioAssay, National Center for Advancing Translational Sciences (NCATS)
Ub-GFP proteasome = inhibits proteasome, raising ubiquitin-GFP reporter fluorescence; Ubiquitin-GFP reporter cells, proteasome inhibition, GFP fluorescence; response scale: untreated = 0%, 10 µM MG-132 = 100%; Potency, µM (series often up to 45.9 µM), inactives show at the top dose activation (GFP accumulation), hits mostly activators; 67,000 tested, under 10 active; active = well fitted activation curve with a large enough effect, not every such curve was filed as active; inconclusive = small, poorly fitted or top-dose-only effect, or another doubt; inactive = no such curve, though single readings can be large or run the other way; also: potency is read from the fitted curve at half-maximal effect
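Reporter cells (U2OS, ubiquitin-G76V-GFP fusion) are plated overnight, then treated 4 hr at 37 °C with compound titrations from 46 uM down to 2.9 nM. Activity is scaled against untreated cells and 10 uM MG-132.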
ALOX15 inhib = blocks human 15-lipoxygenase activity; 1.4% of 74,000 active; purified 15hLO-1, xylenol orange hydroperoxide absorbance; P16050; Potency, µM (series often up to 57.1 µM), without a hit: top-dose activity change, negative = inhibition, usual class: inhibitors; also: potency is read from the fitted curve at half-maximal effect; % is scaled to controls: 0 for no effect and ±100 for the full control effect; nearly all actives have a fitted effect of over 55% in size
Target sequence (P16050 whole entry, looked up): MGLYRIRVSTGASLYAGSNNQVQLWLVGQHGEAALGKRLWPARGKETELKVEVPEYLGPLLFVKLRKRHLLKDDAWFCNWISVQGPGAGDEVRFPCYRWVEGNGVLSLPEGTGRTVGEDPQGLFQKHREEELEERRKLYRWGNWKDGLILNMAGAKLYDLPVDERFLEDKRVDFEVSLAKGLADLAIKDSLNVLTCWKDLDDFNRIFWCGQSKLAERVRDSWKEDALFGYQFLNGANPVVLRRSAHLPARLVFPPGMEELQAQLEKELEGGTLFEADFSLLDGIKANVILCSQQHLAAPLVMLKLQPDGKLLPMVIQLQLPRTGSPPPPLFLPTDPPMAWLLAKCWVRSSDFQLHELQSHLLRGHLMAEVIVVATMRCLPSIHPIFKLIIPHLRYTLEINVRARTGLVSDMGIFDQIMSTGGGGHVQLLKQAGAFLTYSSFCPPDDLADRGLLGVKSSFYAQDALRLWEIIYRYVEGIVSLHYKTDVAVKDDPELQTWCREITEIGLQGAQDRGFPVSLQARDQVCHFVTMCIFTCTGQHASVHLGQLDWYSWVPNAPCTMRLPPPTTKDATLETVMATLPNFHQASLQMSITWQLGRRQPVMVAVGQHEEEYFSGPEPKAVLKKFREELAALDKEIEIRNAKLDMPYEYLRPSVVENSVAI
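Hydroperoxide formed from arachidonic acid (50 uM) by purified human 15hLO-1 (40 nM) oxidizes ferrous iron, and the ferric-xylenol orange complex is read at 573 versus 405 nm. Compounds were preincubated 15 min; reaction ran 6 min at room temperature.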
GFP derepression = derepresses silenced GFP locus in mouse C127i cells; 0.09% of 68,000 active; mouse C127i GFP locus derepression, cytometry, 30 h; Potency, µM (highest dose often 46.1 µM), inactives show at the top dose GFP derepression (activation); AID 597; also: % of control where 0% means no effect
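Locus derepression in mouse mammary C127i cells whose integrated CMV-GFP reporter is normally silent; GFP expression after 30 h compound treatment was quantified by counting fluorescent cells.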
Luciferase inh = blocks Photinus pyralis firefly luciferase activity. P08659. purified firefly luciferase, luminescence, 8 min. Potency, µM (series often up to 57.1 µM), without a hit: top-dose activity change, negative = inhibition, hits mostly inhibitors. 2.2% of 72,000 active. AID 411; also: potency is read from the fitted curve at half-maximal effect; % is scaled to controls: 0 for no effect and ±100 for the full control effect; nearly all actives have a fitted effect of over 40% in size
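Titration-based qHTS; buffer 50 mM imidazole pH 7.2, 50 mM KCl, 7 mM MgCl2, 10 uM ATP, 0.01% Tween 20, 0.05% BSA; luciferase/luciferin detector mix added after compound; 8 min, ambient; luminescence.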
HADH2 inhib = inhibitors of human HADH2 dehydrogenase; 3.4% of 73,000 active; recombinant HADH2, NADH fluorescence, beta-hydroxybutyryl-CoA; Q99714; Potency, µM (series often up to 57.1 µM), for the others: top-dose activity change, negative = inhibition, actives largely listed as inhibitors; AID 886; also: potency is read from the fitted curve at half-maximal effect; % is scaled to controls: 0 for no effect and ±100 for the full control effect; nearly all actives have a fitted effect of over 60% in size; many of its hits are not listed in these tables
Target sequence (Q99714 whole entry, looked up, one chain of several): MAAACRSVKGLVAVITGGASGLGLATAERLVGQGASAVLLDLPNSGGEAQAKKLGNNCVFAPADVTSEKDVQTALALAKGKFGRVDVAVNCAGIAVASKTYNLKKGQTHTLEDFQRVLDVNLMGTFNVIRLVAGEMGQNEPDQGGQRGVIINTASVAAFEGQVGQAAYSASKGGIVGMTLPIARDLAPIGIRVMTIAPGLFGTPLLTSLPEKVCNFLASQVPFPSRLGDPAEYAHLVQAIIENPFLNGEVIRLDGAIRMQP
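20 nM HADH2 + cpd, 15 min RT; add 1 mM NAD+/90 uM beta-hydroxybutyryl-CoA; kinetic fluorescence 360/450 nm, 4 min. Tris-HCl pH 9.0, 0.01% Tween-20.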
HBB splicing = hemoglobin beta splicing modulation; HBB splicing reporter cell assay, activation; EGFP reporter with mutant IVS2-654 intron; response scale: normalised to 500 nM splice-correcting PNA; Potency, µM (doses to about 46.1 µM), without a hit: at the top dose activation, hits mostly activators; 0.06% of 65,000 active; also: potency is read from the fitted curve at half-maximal effect; 0% is about no effect
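HeLa cells stably expressing EGFP interrupted by mutant beta-globin intron 2 (IVS2-654), 500/well in 2% FCS. Treated with compound for 2 days at 37C. Splicing correction scored as total well GFP intensity (488 nm excitation, 500-520 nm emission); 500 nM antisense PNA served as control.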
DNA Pol III inh = DNA polymerase III holoenzyme inhibition. 0.25% of 71,000 active. AID 603. Potency, µM (top dose mostly 57.1 µM), for the others: at the highest dose activity change, negative = inhibition. reconstituted DNA polymerase III holoenzyme replication, biochemical; also: potency is read from the fitted curve at half-maximal effect; % is scaled to controls: 0 for no effect and ±100 for the full control effect
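Reconstituted *E. coli* holoenzyme (0.35 nM Pol III, 1 nM beta, 154 nM SSB, 2 nM primase) was preincubated with compound for 15 min at RT. Synthesis on 1.4 nM ssM13Gori ran 35 min, then was stopped with PicoGreen/EDTA and read as dsDNA fluorescence.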
ERK AVP block = inhibitors of vasopressin-stimulated ERK signaling pathway. HEK293-V1b, vasopressin-stimulated pERK AlphaScreen. Potency, µM (highest dose often 57.5 µM), inactives show at the top dose activity, negative = inhibition, usual class: inhibitors. 0.99% of 72,000 active. AID 995; also: potency is read from the fitted curve at half-maximal effect; % is scaled to controls: 0 for no effect and ±100 for the full control effect; nearly all actives have a fitted effect of over 55% in size
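V1b-HEK293 cells; cpd 30 min 37C; 25 nM vasopressin 5 min; lyse 10 min; AlphaScreen beads 5 hr RT. Normalized to DMSO basal and 25 nM vasopressin; AC50 by Hill fit.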
CRE-bla Fsk = modulators of forskolin-stimulated CRE signaling in CHO cells | CHO CRE-bla reporter (cAMP response element driving beta-lactamase), forskolin EC10, beta-lactamase ratio | Potency, µM (series often up to 38.2 µM), for the others: at the top dose activity change, negative = inhibition, usual class: activators | 2.5% of 71,000 active | AID 662; active = well fitted activation curve with a large enough effect in the signal ratio, with a control signal flat, not every such curve was filed as active; inconclusive = small, poorly fitted or top-dose-only effect, or effect the other way, or a change in a side signal; the % refers to the signal ratio; also: potency is read from the fitted curve at half-maximal effect; % of control where 0% means no effect
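Titrated compounds plus EC10 NKH 477 on CHO CRE-bla cells, 3 h, 37 °C. CCF4, 2 h RT. Ratio 460/530 nm → AC50.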
Hsp90 Hop PPI = changes Hsp90-Hop TPR2A binding signal, up or down; Potency, µM (series often up to 57 µM), inactives show at the top dose activity change, negative = inhibition; 0.44% of 71,000 active; AlphaScreen TPR2A-His6 binding biotin-Hsp90 C-terminal peptide; active = well fitted curve in either direction with a large enough effect; inconclusive = small, poorly fitted or top-dose-only effect, or another doubt; also: potency is read from the fitted curve at half-maximal effect; % is scaled to controls: 0 for no effect and ±100 for the full control effect; many of its hits are not listed in these tables
Tau filament bind = tau filament binding; P10636; Potency, µM (titrated, usually from 57.1 µM), for inactives: top-dose activity change, negative = inhibition; AID 596; recombinant tau filaments, thioflavin S fluorescence, 15 h; filaments grown with octadecylsulfate alongside compound; 2% of 71,000 active;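 also: potency is read from the fitted curve at half-maximal effect; % is scaled to controls: 0 for no effect and ±100 for the full control effect; actives lower thioflavin S fluorescence by blocking filaments or displacing dye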
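Quantitative HTS: thioflavine S signal from ODS-induced tau filaments, excited at 450 nm, emission 510 nm. Conditions: 1 uM tau, 30 uM ODS, 15 h at 37 C, pH 7.4.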
An asterisk follows results filed as active; i = inactive; ? = inconclusive; nt = no result given; & = joins results of further samples; [ ] = dose if it differs, or a comment. Unless noted, calls follow the shape of the dose curve; as a rule, active = well fitted curve in the direction sought with a large enough effect; inconclusive = small, poorly fitted or top-dose-only effect, or another doubt; inactive = no such curve, though single readings can be large; an effect the other way counts as inactive or inconclusive.

Sample of the layout (2 entries):
SMILES | Ub-GFP proteasome | ALOX15 inhib | GFP derepression | Luciferase inh | HADH2 inhib | HBB splicing | DNA Pol III inh | ERK AVP block | CRE-bla Fsk | Hsp90 Hop PPI | Tau filament bind
CC1(C)C(=O)Nc2ccccc2N1C(=O)COC(=O)Cn1cnc2ccccc2c1=O | -5% | 12% | 0% | -1% | 4% | 0.2%[57.5 µM] | -4% | -27% | 4% | -3% | 1%
O=C(Cc1c(F)cccc1Cl)Nc1ccon1 | 3% | -10% | -2% | 1% | 2% | -0.4% | -2% | -6% | -9% | -9% | 14%

Main list, repeating the preview:
SMILES | Ub-GFP proteasome | ALOX15 inhib | GFP derepression | Luciferase inh | HADH2 inhib | HBB splicing | DNA Pol III inh | ERK AVP block | CRE-bla Fsk | Hsp90 Hop PPI | Tau filament bind
CC1(C)C(=O)Nc2ccccc2N1C(=O)COC(=O)Cn1cnc2ccccc2c1=O | -5% | 12% | 0% | -1% | 4% | 0.2%[57.5 µM] | -4% | -27% | 4% | -3% | 1%
O=C(Cc1c(F)cccc1Cl)Nc1ccon1 | 3% | -10% | -2% | 1% | 2% | -0.4% | -2% | -6% | -9% | -9% | 14%
O=C(O)Cn1cc(C(=O)C2CC2)c2ccccc21 | -7% | -1% | 0% | 3% | 12% | 1.0% | 2% | -4% | -6% | -4% | -11%
COc1cccc(OCCn2ccnc2)c1 | 6% | 16% | 3% | 0% | 2% | -1.1% | -5% | -27% | 5% | 7% | -2%
CN(C)c1ccc(C2=NOC(CN3C(=O)c4ccccc4S3(=O)=O)C2)cc1 (centres undefined) | 0% | 1% | 3% | 16µM* | 19% | 2.4% | 2% | ? | ? | -7% | ?
CC(C)COc1ccc(C(=O)NCc2ccco2)cc1 | 4% | -19% | -3% | -7% | -19% | 0.7% | -5% | -24% | -5% | -3% | -4%
CC(C)C(=O)Nc1ccc(Nc2ccccc2)cc1 | -12% | -2% | 0% | -30% | 1% | -4.6% | 2% | 4% | -2% | -8% | -12%
O=C1CCC(=O)N1CN(C(=O)c1ccco1)c1ccccc1 | -7% | 2% | 6% | 4% | -1% | 0.9%[1.84 µM] | -1% | 5% | 4% | 2% | 1%
CN1CCN(c2ncc3nc(-c4cn(C)c5ccccc45)c(=O)n(Cc4cccs4)c3n2)CC1 | 0% | ? | 6%[9.22 µM] | 0%[11.4 µM] | -3% | ? | 1% | 44%[activator] | ? | 11% | 408%
COc1ccc(NC(=O)c2cncc(Br)c2)c(S(=O)(=O)N2CCOCC2)c1 | -4% | 14% | -1% | 0% | 2% | -1.4% | -16% | 5% | -4% | -1% | -20%
CCN(CC)CCn1c(SCC(=O)NCc2ccco2)nc2c(sc3ccccc32)c1=O | -9% | -1% | -1% | 1% | 13% | -0.9% | 1% | 11% | ? | -1% | 15%
Cn1cccc1Cc1nnc(SCC(=O)N2CCCC2)n1CCc1ccccc1 | 0% | -27% | 0% | 0% | -3% | 0.7% | -8% | ? | -5% | -2% | -21%
Cc1cccc(-c2c3c(=O)n(C)c(=O)n(C)c3cn2-c2ccccc2O)c1 | -4% | -7% | -2% | 1% | 2% | -0.3%[1.84 µM] | -1% | -25% | -4% | -3% | 3%
CNC(=O)C1(C)C=CC2(CCCCC2)N1C(C)=O (centres undefined) | nt | 1% | nt | nt | 0% | -1.6% | -2% | 4% | -9% | -2% | 0%
CCN(CC)c1cccc(O)c1 | nt | -8% | nt | nt | -1% | 0.4% | -2% | 1% | 6% | -4% | -5%
CCN=c1sc(C(=O)NCCc2ccccc2)cc(=O)n1CC | -5% | -22% | 2% | -5% | ? | -6.6% | -2% | -3% | ? | -2% | -4%
COC(=O)C1=C(C)NC(C)=C([N+](=O)[O-])[C@H]1c1ccccc1C(F)(F)F | -1%&-3% | -5%[25.6 µM] | -1%&1% | -1%&-1% | -8%&10% | -1.2% | 2%&-7% | 4% | ? | -7%&-17% | 32µM*
Cc1ccc(N=Nc2c(O)ccc3cc(S(=O)(=O)O)ccc23)cc1 | -7%[9.17 µM] | -8%[11.4 µM] | -1%[9.22 µM] | -22%[11.4 µM] | 4%[11.4 µM] | 2.8%[9.22 µM] | -8%[11.4 µM] | 4%[11.5 µM] | -10%[7.6 µM] | ? | 3.2µM*
CN1CCN(c2ccnc(-c3cccc(NS(C)(=O)=O)c3)n2)CC1 | -7% | -13% | -1%[9.22 µM] | -1%[2.29 µM] | -13% | -1.1% | -6% | -21% | -7% | -2% | -2%
COc1ccccc1NC(=O)N1CCc2[nH]c3ccc(Cl)cc3c2C1 | 12% | ? | -1% | -9% | 3% | 6.9%[1.84 µM] | 3% | 25µM* | 21% | -1% | i
OCCSc1nncn1/N=C/c1c[nH]c2ccccc12 | -2% | 17% | -2% | -3% | -1% | 3.4%[57.5 µM] | -1% | -28% | -5% | -3% | 3%
Nc1c(C(=O)N2CCOCC2)sc(=S)n1-c1ccccc1 | 1% | ? | 0% | 2% | 1.3µM* | 0.7% | 0% | -13% | 2% | -8% | 8%
Oc1ccc(-c2nc3cnccn3c2Nc2ccc3c(c2)OCCO3)cc1 | -9% | -12% | nt | -1% | ? | -0.4% | -1% | nt | ? | -9% | -10%
COc1ccc(OC)c(CN2CCN(C(=O)c3cccs3)CC2)c1 | -3% | -8% | -2% | 2% | 9% | -1.2% | 0% | 12% | 6% | -2% | -6%
CSCCC(NC(=O)c1cc(CC(C)C)oc1C)C(=O)O (centres undefined) | 1% | 2% | 2% | 1% | -13% | -1.4% | 2% | 10% | ? | 1% | 3%
Cc1ccc(OCC(O)CN2CCN(Cc3ccc4c(c3)OCO4)CC2)c(C)c1 (centres undefined) | -4% | ? | 3% | 3% | -5% | -0.1%[57.5 µM] | 2% | 11% | -12% | -4% | 0%
COc1ccc(-c2c3c(=O)n(C)c(=O)n(C)c3cn2C2CCCCC2)cc1 | -2% | 25µM* | 0% | -2% | 5% | -0.5% | -9% | 16µM* | 8% | ? | 10%
NC[C@H]1O[C@@H](n2cnc3c(=O)[nH]c(N)nc32)[C@@H](O)[C@@H]1O | 1%[9.17 µM] | -2%[11.4 µM] | 0%[9.22 µM] | 1%[11.4 µM] | -1%[11.4 µM] | 1.2%[9.22 µM] | -12%[11.4 µM] | -13%[11.5 µM] | 7%[7.6 µM] | -5%[11 µM] | 1%[11.4 µM]
Cn1c(=O)c(=O)n(C)c2cc(S(=O)(=O)NCCc3ccccc3)ccc21 | 23% | 1% | 11% | 0% | -15% | 1.6% | -2% | 16% | 4% | 1% | -5%
Cn1c(NCc2ccco2)nc2c1c(=O)n(Cc1ccc(Cl)cc1Cl)c(=O)n2C | -1% | -6% | 4% | -2% | 16% | 0.8% | -1% | -13% | -7% | -5% | 67%
Cc1cc2ccccc2n1CCNC(=O)C(C)C | -2% | -15% | nt | 2% | 14% | -0.9% | -2% | nt | 13µM* | -1% | 39%
Cc1cc(C(=O)NCCC2=CCCCC2)c(C)o1 | -3% | ? | 6% | 16µM* | ? | 4.2% | -5% | 70%[activator] | ? | ? | -4%
CC(=O)Cc1nsc(NC(=O)c2ccc(COc3ccccc3)o2)n1 | -3% | 11% | -2% | -4% | ? | -0.7%[57.5 µM] | -7% | 1% | -1% | -1% | 6%
O=C(NCc1cccnc1)C1CC(=O)N(c2ccc(Cl)cc2)C1 (centres undefined) | 7% | 3% | 3% | 0% | -1% | -2.6% | 4% | -14% | -5% | -5% | 6%
OC(COc1cccc(OCC(O)CN2CCOCC2)c1)CN1CCOCC1 (centres undefined) | 7% | 4% | 0% | 2% | 3% | -0.4% | -10% | 10% | ? | 0% | 3%
CN1CCCc2cc3c(C(F)(F)F)cc(=O)oc3nc21 | 24% | -9% | 0% | 0% | -10% | -0.2%[9.22 µM] | 5% | 1% | ? | 17% | i
Cc1ccc(OCC(=O)Nc2cc(-c3nn4c(C)nnc4s3)ccc2C)cc1 | -1% | 5% | nt | -1% | 5% | -0.6% | 0% | nt | 9% | 0% | 151%

These rows are one share of the data; the hit share may differ from the screen's.
